High-throughput results (PubChem)
PAX8 inh HTS = lowers PAX8-driven luciferase in RMG-I cells; RMG-I TPO-luciferase reporter, SteadyGlo, 24 h; inhibition, % at 12.6 µM; actives 1.2% (n = 360,000);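 active means mean replicate inhibition at least 60% with every replicate also reaching 60%; inconclusive means only one of the two criteria is met; inactive means mean below 60% and not all replicates reaching 60%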;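 further: luciferase light reporting Pax8 driven TPO promoter activity; plate controls were median of neutral control wells for no effect and mitoxantrone controls for full effect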
SIRT5 inh = blocks human SIRT5 desuccinylation of peptide; actives 1.1% (n = 330,000); Purified SirT5, succinyl-peptide AMC, trypsin-coupled fluorescence; inhibition, % at 15 µM; AID 652115; in the data active means inhibition above about 15%; inconclusive means no clear call, values can overlap the other calls
Target sequence (Q9NXA8 whole entry, looked up): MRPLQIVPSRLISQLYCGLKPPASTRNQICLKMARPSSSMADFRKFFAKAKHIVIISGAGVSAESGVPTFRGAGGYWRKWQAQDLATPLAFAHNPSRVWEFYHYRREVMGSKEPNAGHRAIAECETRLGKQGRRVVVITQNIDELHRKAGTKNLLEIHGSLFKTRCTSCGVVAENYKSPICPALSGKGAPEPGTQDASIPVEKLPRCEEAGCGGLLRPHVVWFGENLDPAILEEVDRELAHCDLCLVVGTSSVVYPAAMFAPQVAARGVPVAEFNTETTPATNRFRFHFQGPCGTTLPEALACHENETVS
CASP6 VEID inh = blocks human caspase-6 cleavage activity | P55212 | purified caspase-6, Z-VEID-R110 cleavage fluorescence | inhibition, % at 12.5 µM | actives 0.53% (n = 350,000) | AID 686996;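 active means mean inhibition across replicates at least about 35%, with every replicate also reaching that limit, limit read from the data; inconclusive means only one of the two criteria met; inactive means neither criterion met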;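 further: 0% = median of neutral control wells and 100% = no fluorescence left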
Target sequence (P55212 24-179 limits assumed): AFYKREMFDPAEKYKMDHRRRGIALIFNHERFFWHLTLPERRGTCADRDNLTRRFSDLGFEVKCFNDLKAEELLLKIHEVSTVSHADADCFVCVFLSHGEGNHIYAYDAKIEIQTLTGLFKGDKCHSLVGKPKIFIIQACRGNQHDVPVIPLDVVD
Target sequence (P55212 194-293 limits assumed): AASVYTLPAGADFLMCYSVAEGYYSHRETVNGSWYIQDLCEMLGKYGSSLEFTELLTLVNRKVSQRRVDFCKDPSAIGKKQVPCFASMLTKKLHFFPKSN
DENV2 CPE = protects cells from dengue virus 2 cytopathic effect | CPE inhibition, % at 9.99 µM | AID 651640 | actives 1.7% (n = 350,000) | DENV2-infected cells, cytopathic effect rescue, plate reader; in the data active means CPE inhibition above about 20%, passing the limit was not always enough; inconclusive means no clear call, values can overlap the other calls; tested in BHK-21 cells;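 further: 0% = median of neutral control wells and 100% = median of positive control wells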
ARNT-TACC3 inh = ARNT/TACC3 interaction disruption | inhibition, % at 9.99 µM | actives 0.66% (n = 390,000) | Q9Y6A5 | AlphaScreen His-ARNT PAS-B/GST-TACC3 binding, luminescence; TACC3 fragment carries E629A point mutation;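 active means mean inhibition of replicates at least 50% and at least half of replicates each reaching 50%; inconclusive means half or more replicates reach 50% but mean below 50%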;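 further: 0% = complete ARNT plus TACC3 wells and 100% = ARNT alone without TACC3; many hits fall short of the cut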
EWS-Fli block = EWS/Fli transcriptional activity inhibition; A673 NR0B1-luciferase reporter, viability-normalised; inhibition, % at 12.6 µM; actives 0.67% (n = 350,000);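 active means mean inhibition of at least 50% after viability correction, with every replicate also passing that limit; inconclusive means mean reaches 50% but only one of two replicates passes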;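 further: firefly luciferase signal divided by Alamar Blue viability fluorescence both relative to DMSO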
LGR2 inh = inhibitors of bursicon-induced Drosophila LGR2 receptor cAMP signaling | HEK293 LGR2, CRE-luciferase, bursicon-stimulated, 4 h | inhibition, % at 9.99 µM | actives 0.35% (n = 380,000);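 active means drop in luminescence signal, shown as inhibition above about 50% in the replicate tests, limit read from the data, passing the limit was not always enough; inconclusive means probably only some replicates passing the limit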;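 further: agonist challenge used bursicon conditioned medium at about half maximal strength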
The depositor's hits bear a star; ? = inconclusive; nt = no result given; & = joins results of further samples.

Structure,ARNT-TACC3 inh,PAX8 inh HTS,SIRT5 inh,DENV2 CPE,LGR2 inh,EWS-Fli block,CASP6 VEID inh
COc1ccc(NC(=O)c2cc(C3CCCCN3S(=O)(=O)c3ccc(F)cc3F)on2)c(C)c1 (stereo unspecified),nt,14,nt,5,37,5,-2
O=c1c2cc(NC(=S)NC3CC3)ccc2nc2n1CCCCC2,-4,-2,0,-6,15,-6,-3
COc1ccc(S(=O)(=O)N(C)C[C@@H]2Oc3ccc(NS(=O)(=O)c4ccccc4)cc3C(=O)N([C@@H](C)CO)C[C@H]2C)cc1,13,7,nt,-5,-3,4,nt
CC(C)OCCCNC(=O)C1CC(=O)N(CCc2ccccc2)C1 (stereo unspecified),-4,6,-4,7,15,17,-1
CN1C(=O)c2cc(NC(=O)Nc3ccc(Cl)cc3)ccc2OC[C@@H]2O[C@@H](CC(=O)O)CC[C@H]21,8,-7,0,10,-7,-2,0
CC1CC(C)CN(S(=O)(=O)c2ccc(NC(=O)c3ccc(=O)[nH]c3)cc2)C1 (stereo unspecified),4,39,2,-6,0,64*,1
COCCCNC(=O)CN(c1ccc(F)cc1)S(=O)(=O)c1ccc2c(c1)OCCO2,-2,22,0,5,-2,5,-3
CC(NC(=O)c1ccccc1F)c1nnc(SCC(=O)Nc2nccs2)n1C (stereo unspecified),nt,-7,-2,-4,-11,-12,5
CC(C)C(NC(=O)c1ccccc1Br)c1ccccc1 (stereo unspecified),-5,-10,0,-3,11,10,-3
CCCCn1c(N)c(N(CCC(C)C)C(=O)CSc2nncn2-c2ccccc2)c(=O)[nH]c1=O,nt,-6,-1,-1,0,-3,6
O=C(Nc1ccccc1)C1CCN(C(=O)c2ccco2)CC1,-5,-22,1,-4,3,4,-4
C[C@H]1CN([C@@H](C)CO)C(=O)c2cccc(NC(=O)c3ccc(-c4nccs4)cc3)c2O[C@@H]1CN(C)C(=O)NC1CCCCC1,4&-3,-9,1&-4,0&-5,-1&-2,0&9,-4&1
O=C(Cc1cccc(F)c1)N1CCOCC1,-2,-7,-2,2,6,16,0
COc1ccc(N(C(=O)c2ccccc2)S(=O)(=O)c2cccs2)cc1,1,6,-1,11,2,-1,5
O=[N+]([O-])c1ccc2c(c1)CO[C@]21O[C@H](CCO)C[C@H](O)[C@H]1O,nt,-1,-1,1,-10,-4,2
COc1ccc(/C(N)=N/OC(=O)c2ccc(C)c([N+](=O)[O-])c2)cc1,-3,nt,-4,nt,-69,nt,-2
COc1ccccc1CCC(=O)Nc1ccc2c(c1)CN(Cc1ccc(C)o1)CC2,8,-13,-2,-4,1,2,-5
Cc1ccc(C(=O)N2CCN3C(=O)c4ccccc4C23c2ccccc2)cc1 (stereo unspecified),-3,4,2,0,16,14,-4
C[C@H](CO)N1C[C@H](C)[C@@H](CN(C)S(=O)(=O)c2ccccc2)OCCCC[C@H](C)Oc2ccc(NC(=O)Nc3ccc(F)cc3)cc2C1=O,13,2,2,52*,-6,17,-3
COc1cc(C)ccc1OCc1cc(C(=O)N2CCCCCC2)no1,-3,-48,-2,5,-29,nt,-6
C[C@H]1CCCCO[C@H](CN(C)Cc2ccc(C(F)(F)F)cc2)[C@@H](C)CN([C@@H](C)CO)C(=O)c2cc(NS(=O)(=O)c3ccc(F)cc3)ccc2O1,9,89*,23*,7,11,14,0
CCOC(=O)N1CCN(C(=O)CS(=O)(=O)Cc2nc(-c3ccccc3F)oc2C)CC1,-8,1,-1,-1,-8,0,-1
Cc1ccccc1-c1csc(C(O)c2cccnc2)n1 (stereo unspecified),nt,-1,nt,7,7,-9,-2
Cc1noc(C)c1S(=O)(=O)Nc1cccc2c1O[C@H](CN(C)CC1CCCCC1)[C@H](C)CN([C@@H](C)CO)C2=O,17,-2,-1,1,-5,4,-4
Cc1ccc(CNC(=O)CN(c2cccc([N+](=O)[O-])c2)S(=O)(=O)c2ccccc2)cc1,-1,7,nt,nt,0,nt,nt
COc1cc(C(=O)NCC(=O)N/N=C\C(C)=C/c2ccccc2)cc(OC)c1OC,nt,11,1,-8,15,-7,-2
CC(C)C#Cc1ccc([C@@H]2[C@@H](CO)N3C(=O)CN(C(=O)NC4CCCC4)C[C@@H]23)cc1,nt,9,3,15,6,0,3
CCSC1=NCCN1S(=O)(=O)c1ccc(F)cc1,-1,8,-4,1,7,-2,-2
CC(C)NC(=O)N(C)C[C@@H]1Oc2ccc(NC(=O)Nc3ccc4c(c3)OCO4)cc2C(=O)N([C@@H](C)CO)C[C@H]1C,-5,nt,2,-6,7,-6,3
O=[N+]([O-])c1ccc(OC(F)F)c(/C=N/n2cnnc2)c1,-3,10,-2,7,9,-2,6
COC1=CC(=Cc2c(N)n3nc(CC(=O)N4CCCCC4)sc3nc2=O)C=C(OC)C1=O,-6,-14,32*,7,5,nt,5
O=C(CN(C(=O)c1csnn1)c1ccc(F)cc1)NCc1ccc2c(c1)OCO2,-2,-7,-5,-5,3,4,2
Cc1cccc(C)c1N1C(=O)c2ccccc2NC(=O)C1C(=O)NCCc1ccccc1 (stereo unspecified),nt,-20,-2,-6,-2,-5,2
CC(C)NC(=O)N(C)C[C@H]1Oc2ncc(C#Cc3ccccc3F)cc2C(=O)N([C@H](C)CO)C[C@@H]1C,5,nt,7,-3,-17,-1,3
COc1ccccc1NC(=S)N1CCN(c2ncccn2)CC1,4,6,2,9,4,-8,4
O=C(N/N=C/c1cccnc1)c1ccc2ccccc2c1O,0,-45,0,-1,-4,-24,0
CC=Cc1ccc2n(c1=O)C[C@H]1[C@H](CO)[C@@H](C(=O)Nc3nccs3)N(Cc3cc(F)ccc3F)[C@@H]21 (mixture of isomers),30,-14,8,7,-10,-5,-1
O=C(Cn1cc2c(n1)CCCCC2)NCc1ccccc1,-3,-9,nt,-2,7,-2,-1
Cc1ccc(S(=O)(=O)CCC(=O)OCC(=O)NC(N)=O)cc1,-5,14,-1,-2,-2,9,-2
c1ccc(-c2c[nH]c(-c3ccccc3)c2)cc1,1,-227,nt,6,-149,-112,-1
CCCOc1ccc(CNC(=O)CCC(=O)n2ncc3cc(C)ccc32)cc1,10,7,-3,-3,-15,2,0
Cc1ccc(S(=O)(=O)N(C)C[C@H]2Oc3c(NC(=O)c4cc(C)nn4C)cccc3C(=O)N([C@@H](C)CO)C[C@@H]2C)cc1,nt,-16,-2,5,11,-11,nt
Cc1cccc(NC(=O)c2cnn(-c3ccc(F)cc3)c2C2CCNCC2)c1C,2,3,1,-2,10,4,-11
COc1ccc(S(=O)(=O)Nc2ccc3c(c2)[C@H]2C[C@@H](CC(=O)N(C)C)O[C@H](CO)[C@H]2O3)cc1,nt,nt,-2,-6,nt,-7,1
COc1ccc(O)c(/C=N/NC(=O)CCC(=O)Nc2ccc(F)cc2)c1,17,20,0,-3,13,20,-2
COc1ccc(C(=O)NC(=S)N2CCN(c3ccc([N+](=O)[O-])cc3)CC2)cc1,-5,-7,0,-3,6,4,3
CC1=C(C(=O)N(C(C)C)C(C)C)CC(CC(=O)NCCCN(C)C)C(=O)N1CCC1=CCCCC1 (stereo unspecified),nt,26,23*,-6,-1,0,-4
COc1ccc(-n2c(Cc3cc(=O)[nH]c(=O)[nH]3)nnc2SCC(=O)NC2CCCC2)cc1,-2,-8,0,-1,10,2,3
Cc1c(Cc2ccccc2)c(=O)oc2cc(OCC(=O)NCC(O)c3ccccc3)ccc12 (stereo unspecified),5,18,-3,-1,12,13,7
Cc1ccc(/C=C2\SC(=O)N(CCNC(=O)C3CSC4(C)CCC(=O)N34)C2=O)cc1 (stereo unspecified),0,-4,3,5,-16,-23,5

Next part:
Structure,ARNT-TACC3 inh,PAX8 inh HTS,SIRT5 inh,DENV2 CPE,LGR2 inh,EWS-Fli block,CASP6 VEID inh
CO[C@H]1CN(C)C(=O)c2cc(NC(=O)c3ccccc3F)ccc2OC[C@@H](C)N(C)C[C@H]1C,-8,1,-8,1,0,2,0
Cc1ccc(Sc2ccc(S(=O)(=O)Nc3ccc(CC(=O)O)cc3)cc2)cc1C,-8,-7,1,3,6,14,41*
CCCCN(C(=O)c1cccc(S(=O)(=O)N2CC(C)OC(C)C2)c1)c1c(N)n(CCCC)c(=O)[nH]c1=O (stereo unspecified),1,-6,-2,?,9,4,-1
CCC(C)/C(C)=N/NC(=O)c1cn(-c2ccccc2)nc1-c1ccccc1 (stereo unspecified),23,-7,nt,nt,1,nt,nt
CCN(CC)S(=O)(=O)c1cccc(C(=O)N/N=C(\C)c2cccs2)c1,13,-109,2,4,-24,-73,-3
O=S(=O)(c1cccc(F)c1)N1[C@@H]2CNC[C@H]1C2c1ccc(/C=C/c2ccccc2)cc1 (stereo partly specified),nt,nt,-3&-5,17&-10,-12&5,nt,0&1
O=C(Nc1ccc2oc(Cc3ccc(Cl)cc3)nc2c1)c1cccnc1,4,nt,nt,nt,14,nt,6
COc1ccc(/C(C)=N\NC(=O)CNC(=O)C(c2ccccc2)c2ccccc2)cc1OC,-9,-22,-1,-2,-11,-2,3
CO[C@@H](CN(C)C(=O)c1cnccn1)[C@H](C)CN([C@H](C)CO)S(=O)(=O)c1ccc(C)cc1,5,nt,3,-1,-12,0,1
O=C(NNC(=O)c1csc(-c2cccs2)n1)c1ccc(Cl)cc1,-2,7,-2,3,-25,-19,-2
Cc1ccc2sc(N3CCN(C(=O)c4ccc([N+](=O)[O-])o4)CC3)nc2c1C,4,0,-3,-3,-3,-4,-1
CC(=O)Nc1ccc2c(c1)C(=O)N(c1cccc(C)c1)C2=O,nt,-18,-2,-2,0,-4,3
COc1ccc(OC)c(NC(=O)COC(=O)C2CCC2)c1,-2,-6,-1,?,11,-10,-2
CCOc1ncccc1C(=O)Nc1ccc(S(=O)(=O)N2CCCC2)cc1,14,-13,-1,1,7,-5,-5
C[C@@H]1CN([C@@H](C)CO)C(=O)c2cccc(NS(=O)(=O)c3cn(C)cn3)c2O[C@@H]1CN(C)Cc1ccc(-c2ccccc2)cc1,-12,5,-3,-8,-9,-1,-1
COc1ccc(Cl)cc1-c1cc(C(=O)NC2CCCCC2)[nH]n1,nt,-3,nt,11,26,-25,-5
COc1cccc(S(=O)(=O)N[C@H]2CC[C@H](CCn3cc(-c4ccccc4OC)nn3)O[C@H]2CO)c1,-6,5,1,4,-1,6,2
CCC(=O)Nc1ccc(C(=O)CN2C(=O)NC3(CCCCCC3)C2=O)cc1,-3,-4,-1,1,nt,-10,2
COc1cccc(CC2(CO)CCCN(Cc3ccccc3Cl)C2)c1 (stereo unspecified),-6,3,10,1,-4,5,3
COCC(=O)N(C)C[C@@H]1Oc2cc(-c3cncnc3)ccc2S(=O)(=O)N([C@H](C)CO)C[C@H]1C,-10,nt,-2,4,15,-5,2
O=C(NCCCN1CCOCC1)c1cc(-c2cccs2)on1,1,nt,5,0,-55,-26,-2
COc1ccc(CCC(=O)Nc2ccc(Cl)c(S(=O)(=O)N3CCOCC3)c2)cc1OC,0,24,-2,-1,-5,14,4
COc1ccc(NC(=O)Nc2ccc3c(c2)C(=O)N([C@@H](C)CO)C[C@@H](C)[C@H](CN(C)C(=O)C2CCCCC2)OCCCC[C@H](C)O3)cc1,-20,6,1,-13,-11,13,-4
COc1ccc(S(=O)(=O)N2CCCCC2)cc1NC(=O)Cn1cnc2c1c(=O)n(C)c(=O)n2C,3,3,nt,18,-2,3,3
CNC(=O)/C(=C\c1cccc(Oc2ccccc2)c1)NC(=O)c1ccccc1,5,-25,nt,nt,12,nt,nt
O=C(Nc1cccc(-c2ccc(N3CCOCC3)nn2)c1)c1ccccc1,-5,-137,1,5,-28,-80,4
O=C(c1cccc2ccccc12)C1CCCN(C(=O)CCCn2cncn2)C1 (stereo unspecified),-3,0,0,-6,8,-11,3
